RXFP1 ag: agonists of human relaxin receptor RXFP1; Q9HBX9; HEK293T-RXFP1 cAMP TR-FRET, 30 min; response scale: percent of porcine relaxin response, buffer zero; Potency, µM (highest dose often 57.5 µM), for inactives: at the top dose activation, usual class: activators; 370,000 tested, 0.3% active; AID 2676; further: potency means the concentration at half of the fitted maximal effect; on the % scale 0 is the no-effect control and ±100 the full control effect; nearly all actives have a fitted effect of over 60% in size; many of its hits are not listed in these tables
Target sequence (Q9HBX9 whole entry, looked up): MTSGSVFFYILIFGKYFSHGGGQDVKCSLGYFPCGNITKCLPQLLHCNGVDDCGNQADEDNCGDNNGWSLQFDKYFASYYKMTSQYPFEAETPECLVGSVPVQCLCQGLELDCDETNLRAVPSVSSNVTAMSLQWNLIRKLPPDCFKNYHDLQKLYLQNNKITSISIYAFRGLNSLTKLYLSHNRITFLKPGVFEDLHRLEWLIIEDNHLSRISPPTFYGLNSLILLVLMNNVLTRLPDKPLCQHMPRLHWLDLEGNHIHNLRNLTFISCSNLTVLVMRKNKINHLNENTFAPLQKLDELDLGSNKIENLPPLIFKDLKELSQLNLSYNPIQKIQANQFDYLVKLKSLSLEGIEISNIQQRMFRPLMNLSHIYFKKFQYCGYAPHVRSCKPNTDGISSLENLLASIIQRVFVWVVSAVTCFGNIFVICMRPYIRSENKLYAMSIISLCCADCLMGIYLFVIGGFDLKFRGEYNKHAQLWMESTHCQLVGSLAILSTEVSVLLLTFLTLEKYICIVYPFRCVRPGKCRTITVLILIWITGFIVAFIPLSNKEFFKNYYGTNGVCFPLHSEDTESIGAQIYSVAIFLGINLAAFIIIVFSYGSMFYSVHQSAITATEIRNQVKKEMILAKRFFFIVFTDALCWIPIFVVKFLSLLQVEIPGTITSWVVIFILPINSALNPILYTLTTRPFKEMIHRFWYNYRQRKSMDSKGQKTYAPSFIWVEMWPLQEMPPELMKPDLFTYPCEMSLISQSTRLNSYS
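Agonist response is measured as cAMP accumulation in an RXFP1-transfected HEK293T line under PDE4 inhibition. Values are scaled between buffer-only and 29 nM porcine relaxin, and EC50s come from standard Hill equation fits.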
GRP78 ERSR act: inducers of ER stress response in human glioma cells; 420,000 tested, 0.02% active; Potency, µM, without a hit: at the top dose activation, usual class: activators; U87-MG GRP78 promoter luciferase reporter, 16 h; further: potency means the concentration at half of the fitted maximal effect; series mostly up to about 76 µM; % of control where 0% means no effect; nearly all actives have a fitted effect of over 35% in size
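ERSR induction read as luciferase luminescence (Bright-Glo, 10 min at room temperature) in stably transfected human U87-MG glioma cells exposed to compounds for 16 h, using GRP78 as sensor.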
D2 PAM: positively modulates the human D2 dopamine receptor allosterically; P14416; HEK293 T-REx D2, calcium flux, EC20 dopamine potentiation; potentiation, % at 10 µM; 340,000 tested, 0.34% active; AID 485347;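 active means potentiation over 3 SD above the plate norm, cut at about 30% in these data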; further: 0% is about no effect
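Potentiation of an EC20 dopamine calcium response measured kinetically over 180 s, after a preceding 180 s compound-only read flagging agonists. Cells: inducible Hek293 Trex D2 line, 4000/well, cultured overnight at 30 C before dye loading.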
Vif-APOBEC3G blk: inhibitors of Vif-APOBEC3G interaction; Q9HC16; HeLa A3G-eYFP + Vif (tagged APOBEC3G with the HIV-1 protein that degrades it), YFP fluorescence, overnight; Potency, µM (highest dose often 46.1 µM), for the others: at the top dose activity, negative = active, hits mostly inhibitors; 410,000 tested, 0.076% active; AID 602310;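 further: potency means the concentration at half of the fitted maximal effect; on the % scale 0 is the no-effect control and ±100 the full control effect; nearly all actives have a fitted effect of over 60% in size; hits raise eYFP signal because A3G escapes Vif-driven loss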
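HeLa cells stably expressing Vif and C-terminally eYFP-tagged A3G, seeded overnight at 37 deg C, then exposed to compound by pintool overnight at 37 deg C. Rise in yellow fluorescence (Ex 488/Em 500-530, Acumen) marks blocked Vif-driven A3G degradation.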
D1 ag: human D1 receptor agonism; AID 504660; P21728; HEK293 T-REx D1 cells, calcium flux, agonist mode; activation, % at 2 µM; 360,000 tested, 1% active; in the data active means activation above about 30%; further: 0% is about no effect
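Inducible HEK293 T-REx D1 cells, force-coupled to calcium signalling, were plated at 4000 cells/well with tetracycline and held overnight at 30 C. After no-wash calcium dye loading, compound-evoked calcium rise over 180 s flagged agonists.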
LDHA block: LDHA (human) enzyme inhibition; P00338; purified LDHA, NADH/diaphorase-resazurin fluorescence; stronger effect = lower value; activity change, % (values are at about 110 or 230 µM); 480,000 tested, 0.15% active; AID 1347041; in the data active means activity change below about -30%; inconclusive means mostly about -25% to -30%;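 further: plate controls were DMSO wells for no effect and wells without enzyme for full effect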
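Resorufin fluorescence (ex540/em590), read at 0 and 20 min after diaphorase/resazurin addition, reports the NADH left after a 5 min room-temperature reaction of 2 nM human LDH5 with 0.06 mM NADH and 0.2 mM pyruvate.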
D1 PAM: potentiators of human D1 dopamine receptor. HEK293 TREx D1 cells, calcium flux, dopamine EC20 potentiation. potentiation, % at 10 µM. 360,000 tested, 0.036% active; in the data active means potentiation above about 30%; further: 0% is about no effect
Vif-A3F inh: Vif-A3F binding inhibition; AID 602313; Potency, µM (doses to about 46.1 µM), for the others: at the highest dose activity, negative = active; HeLa A3F-eYFP + Vif (tagged APOBEC3F with the HIV-1 protein that degrades it), YFP fluorescence increase; 390,000 tested, 0.2% active; further: potency means the concentration at half of the fitted maximal effect; % of control where 0% means no effect; nearly all actives have a fitted effect of over 65% in size
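HeLa cells stably expressing Vif plus C-terminally eYFP-tagged A3F were seeded, incubated overnight at 37 deg C, dosed with compound, incubated overnight again at 37 deg C. Yellow fluorescence (Ex 488/Em 500-530) reported blocked Vif-mediated A3F-eYFP degradation.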
D1 antag: antagonists of human D1 dopamine receptor; P21728; 360,000 tested, 3.2% active; activity change, negative = inhibition, % at 10 µM; HEK293 TREx D1 cells, calcium flux, dopamine EC80; stronger effect = lower value; in the data active means activity change below about -30%; further: on the % scale 0 is the no-effect control and ±100 the full control effect
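Calcium flux readout: force-coupled, inducible Hek293 Trex D1 line, cells induced overnight at 30 C with tetracycline, dye-loaded 30–90 min at RT. Antagonism scored against EC80 dopamine challenge given 180 s after compound.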
* = called active by the depositor; ? = inconclusive; · = not tested or not shown; & = joins results of further samples. Unless noted, the call rests on the fitted dose curve; in most records, active means well fitted curve in the direction sought with a large enough effect; inconclusive means small, poorly fitted or top-dose-only effect, or another doubt; inactive means no such curve, though single readings can be large; an effect the other way counts as inactive or inconclusive.

A first look:
Every second line gives: LDHA block	RXFP1 ag	D1 ag	D2 PAM	Vif-APOBEC3G blk	Vif-A3F inh	GRP78 ERSR act	D1 antag	D1 PAM
COc1ccc(C2CC(c3ccc(Br)cc3)=NN2C(=O)CSC2=NN3CCCC(=O)N=C3S2)cc1 (configuration not stated)
  -3	17%	1	3	8%	1%	-3%	-4	-1
CCOC(=O)C=Cc1ccc(C(=O)OCC)[nH]1
  -2	·	·	·	-29%	-17%	0%	·	·
C=CCOn1c(=O)c(=O)n(OCc2ccccc2)c2ccccc21
  -3	-3.4%	1	7	-1%	7%	0%	-9	5
Cc1sc(NC(=O)CN(Cc2ccccc2)C(=O)C2CC2)c(C(N)=O)c1C
  -4	-2.0%	0	9	-1%	-4%	-1%	1	-4
O=C1c2ccccc2C(=O)N1CC1CO1 (configuration not stated)
  -3	·	·	·	2%	0%	-1%	·	·
NC(=O)C1CCN(C(=O)c2ccc(NS(=O)(=O)c3ccc(F)cc3)cc2)CC1
  -6	-0.4%	2	2	-10%	1%	0%	8	·
O=c1c2ccccc2oc2nc(-c3ccco3)n(-c3ccccc3)c(=O)c12
  0	4.6%	5	18	1%	0%	3%	8	-6
c1ccc(Nc2nc(NCc3ccco3)c3ccccc3n2)cc1
  -1&-2	2.7%	9	5	-11%	12%	-9%	-21	-20
COc1cc(/C=N/NC(=O)c2cccnc2)cc2c1OCO2
  -3	1.4%	-1	0	0%	2%	-2%	-21	8
C=CCNC(=S)N1CCN(CCN=CC2=C(O)CC(c3cccs3)CC2=O)CC1 (configuration not stated)
  -7	0.0%	0	3	-5%	-10%	-1%	-5	-5
Cc1ccc(-n2nc3ccc(NC(=O)c4cccc([N+](=O)[O-])c4C)cc3n2)cc1
  -2	-0.4%	5	-3	0%	-10%	4%	-6	-14
O=C(COc1ccccc1)Nc1ccc(OCc2cc(=O)n3ccsc3n2)cc1
  2	?	-1	10	-1%	-14%	-1%	5	2
COC(=O)CCCCCNC(=S)Nc1ccc2[nH]c(=O)[nH]c2c1
  -2	0.4%	2	-10	-1%	-3%	-4%	-17	-4
CCCc1nc2ccccc2c(=O)n1CC(=O)c1ccc(F)cc1
  -12	3.3%	3	-7	3%	-3%	4%	0	-3

Results (from the top)
Every second line gives: LDHA block	RXFP1 ag	D1 ag	D2 PAM	Vif-APOBEC3G blk	Vif-A3F inh	GRP78 ERSR act	D1 antag	D1 PAM
COc1ccc(C2CC(c3ccc(Br)cc3)=NN2C(=O)CSC2=NN3CCCC(=O)N=C3S2)cc1 (configuration not stated)
  -3	17%	1	3	8%	1%	-3%	-4	-1
CCOC(=O)C=Cc1ccc(C(=O)OCC)[nH]1
  -2	·	·	·	-29%	-17%	0%	·	·
C=CCOn1c(=O)c(=O)n(OCc2ccccc2)c2ccccc21
  -3	-3.4%	1	7	-1%	7%	0%	-9	5
Cc1sc(NC(=O)CN(Cc2ccccc2)C(=O)C2CC2)c(C(N)=O)c1C
  -4	-2.0%	0	9	-1%	-4%	-1%	1	-4
O=C1c2ccccc2C(=O)N1CC1CO1 (configuration not stated)
  -3	·	·	·	2%	0%	-1%	·	·
NC(=O)C1CCN(C(=O)c2ccc(NS(=O)(=O)c3ccc(F)cc3)cc2)CC1
  -6	-0.4%	2	2	-10%	1%	0%	8	·
O=c1c2ccccc2oc2nc(-c3ccco3)n(-c3ccccc3)c(=O)c12
  0	4.6%	5	18	1%	0%	3%	8	-6
c1ccc(Nc2nc(NCc3ccco3)c3ccccc3n2)cc1
  -1&-2	2.7%	9	5	-11%	12%	-9%	-21	-20
COc1cc(/C=N/NC(=O)c2cccnc2)cc2c1OCO2
  -3	1.4%	-1	0	0%	2%	-2%	-21	8
C=CCNC(=S)N1CCN(CCN=CC2=C(O)CC(c3cccs3)CC2=O)CC1 (configuration not stated)
  -7	0.0%	0	3	-5%	-10%	-1%	-5	-5
Cc1ccc(-n2nc3ccc(NC(=O)c4cccc([N+](=O)[O-])c4C)cc3n2)cc1
  -2	-0.4%	5	-3	0%	-10%	4%	-6	-14
O=C(COc1ccccc1)Nc1ccc(OCc2cc(=O)n3ccsc3n2)cc1
  2	?	-1	10	-1%	-14%	-1%	5	2
COC(=O)CCCCCNC(=S)Nc1ccc2[nH]c(=O)[nH]c2c1
  -2	0.4%	2	-10	-1%	-3%	-4%	-17	-4
CCCc1nc2ccccc2c(=O)n1CC(=O)c1ccc(F)cc1
  -12	3.3%	3	-7	3%	-3%	4%	0	-3
COc1ccc(/C=C/C(=O)c2c(O)cc(C)oc2=O)c(OC)c1
  3	1.2%	17	·	-26%	?	2%	17	2
Cc1ccc(-c2ccnc(-c3ccc(O)cc3)n2)cc1
  -2	1.5%	2	3	-4%	-3%	5%	-23	-5
C=CCN(c1ccccc1)S(=O)(=O)c1cccc(C(=O)NCC2CCCO2)c1 (configuration not stated)
  -9	-0.3%	2	-18	-1%	7%	-6%	8	-6
CCOc1ccc(N2CC(C(=O)Nc3ccc4c(c3)OCCO4)CC2=O)cc1 (configuration not stated)
  -5	0.3%	0	2	-4%	2%	-1%	3	-6
O=C(NNC(=O)C1CCCO1)c1ccc([N+](=O)[O-])cc1 (configuration not stated)
  -8	0.1%	-1	·	2%	5%	-1%	-13	-5
OCCCNc1c2ccccc2nc2ccccc12
  4	1.2%	2	10	0%	1%	?	-19	-2
O=C(COC(=O)c1cc(=O)[nH]c(=O)[nH]1)Nc1cccc(S(=O)(=O)N2CCCCC2)c1
  -12	-0.6%	1	0	-3%	0%	-2%	-20	-2
O=C(OCCCc1ccncc1)c1ccc(S(=O)(=O)N2CCOCC2)cc1
  0	-0.3%	2	-3	-5%	-7%	-3%	6	-1
CCn1cc(Br)c(C(=O)N2CCN(c3ccccc3)CC2)n1
  1	-0.3%	1	-3	1%	0%	-1%	-15	-6
Cc1ccc(CSc2nc3ccccc3c(=O)n2Cc2ccco2)cc1
  -2	-0.4%	19	15	5%	5%	-3%	3	0
Cc1cccc(N2CCN(C(=O)c3cn(C)c4ccc(S(=O)(=O)N(C)C)cc4c3=O)CC2C)c1 (configuration not stated)
  5	2.8%	-1	8	2%	-2%	-1%	5	6
COc1ccc(NC(=O)Cn2nc(Cc3cccnc3)c3ccccc3c2=O)c(OC)c1
  -2	0.8%	0	9	-3%	-6%	-4%	-1	-1
CC1(C)O[C@@H]2[C@H](O1)[C@@H](CO)O[C@H]2n1cc(Br)c(=O)[nH]c1=O
  0	·	·	·	-1%	-6%	-6%	·	·
COc1cc(-c2nnc(COC(=O)c3cccn3C)o2)cc(OC)c1OC
  -1	·	·	·	-1%	2%	-1%	·	·
Cc1cccc(CN2CCC(N3CC(C)OC(C)C3)CC2)c1 (configuration not stated)
  -24	-1.1%	-3	·	3%	8%	-3%	-12	1
Cc1nc(-c2ccc(Cl)cc2)sc1C(=O)O
  -9	9.9%	2	0	0%	7%	0%	-27	-2

(listing goes on)
Every second line gives: LDHA block	RXFP1 ag	D1 ag	D2 PAM	Vif-APOBEC3G blk	Vif-A3F inh	GRP78 ERSR act	D1 antag	D1 PAM
O=C(c1cccs1)N1CC=C(c2ccccc2)CC1
  -1	-0.9%	3	2	-2%	4%	3%	-2	-1
COC(=O)[C@@]12CCCCN1[C@H](c1ccc(SC3CCCCC3)cc1)[C@@H]1C(=O)N(C)C(=O)[C@@H]12
  0	-0.7%	8	6	2%	5%	-3%	4	1
COc1ccc(OC)c(NC(=O)c2c(NC(=O)CNCc3ccco3)sc3c2CCC3)c1
  -9	4.1%	1	0	-5%	0%	-2%	-2	-2
COC(=O)c1onc(-c2c(C)cc(C)cc2C)c1C(=O)OC
  2	1.9%	2	1	-4%	-10%	0%	-5	-3
Cc1cc(C(=O)Nc2c(C)nn(Cc3ccccc3)c2C)on1
  -1	0.5%	6	10	-3%	0%	-4%	-1	·
Cc1ccc(S(=O)(=O)c2nc(C(C)(C)C)oc2N2CCOCC2)cc1
  -24	-1.0%	3	1	-2%	-7%	-5%	-13	-3
O=C1CC(C(=O)Nc2ncccn2)C(c2ccccc2)O1 (configuration not stated)
  -3	-0.4%	10	-2	-2%	-1%	-1%	-2	1
CCCC(C)NC(=O)COC(=O)c1ccc(Cl)c(S(N)(=O)=O)c1 (configuration not stated)
  -4	-0.3%	-2	4	-3%	3%	-7%	15	-3
COc1ccc(N2CC(C(=O)N/N=C/c3ccccc3)CC2=O)cc1 (configuration not stated)
  -7	1.4%	3	1	0%	10%	-3%	1	-9
Cc1cc(C(=O)Nc2ccccn2)no1
  -6	-1.9%	2	-3	1%	-7%	0%	-1	0
Cn1c(=O)[nH]c(=O)c2c1nc(CN1CCOCC1)n2CCCc1ccccc1
  -2	2.7%	3	9	3%	3%	-4%	-3	-6
Nc1cc(=O)[nH]c(SCC(=O)Nc2nc3ccc([N+](=O)[O-])cc3s2)n1
  ·	2.9%	1	·	·	·	·	-6	-2
CC1CCC(NS(=O)(=O)c2ccc3c(c2)n(C)c(=O)c(=O)n3C)CC1 (configuration not stated)
  -3	3.0%	4	3	-1%	-1%	-2%	-12	-2
O=C(CCS(=O)(=O)c1ccc(F)cc1)Nc1nnc(-c2cccs2)o1
  -8	-0.3%	1	-1	?	-3%	9%	-2	0
O=C(CSc1nnc(-c2ccncc2)o1)c1ccc2c(c1)OCCO2
  -6	-3.3%	4	1	12%	-2%	-3%	0	0

The list is partial (hit frequency here may not be typical).
